Screens (PubChem)
EWS-Fli block = EWS/Fli-driven NR0B1 reporter inhibitors, primary screen, A673 cells, NR0B1 luciferase, luminescence, MLPCN library; viability-normalised; inhibition, % at 12.6 µM; 350,000 tested, 0.67% active;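 active = mean inhibition of at least 50% after viability correction, with every replicate also passing that limit; inconclusive = mean reaches 50% but only one of two replicates passes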;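 also: firefly luciferase signal divided by Alamar Blue viability fluorescence both relative to DMSO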
S100A4 MyoIIA = inhibitors of S100A4-myosin IIA peptide binding, primary screen, biochemical, fluorescence polarization, TAMRA-MyoIIA peptide; Protein S100-A4 (Homo sapiens), P26447; inhibition, % at 10.7 µM; 360,000 tested, 0.14% active;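 active = mean inhibition of at least 70% across replicates, with every replicate also reaching that level; inconclusive = mean inhibition reaches 70% but some replicates fall short; inactive = mean inhibition below 70%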
Target sequence (P26447 whole entry, looked up): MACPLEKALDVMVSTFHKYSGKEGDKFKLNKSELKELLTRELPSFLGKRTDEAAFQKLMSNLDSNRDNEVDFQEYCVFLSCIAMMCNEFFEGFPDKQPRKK
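assay system = human S100A4 monomer with TAMRA-labelled myosin IIA peptide | also added = labelled myosin peptide probe, 5 nM | incubation = 5 min between mix addition and reading | control set = DMSO and TFP controls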
RAD54 branch = inhibitors of human RAD54 branch migration, primary screen, biochemical, fluorescence, single point; DNA repair and recombination protein RAD54-like (Homo sapiens), Q92698; RAD54 Holliday junction branch migration, FAM/BHQ fluorescence; inhibition, % at 10.4 µM; 360,000 tested, 0.14% active;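 active = mean normalized replicate activity at least 40 and at least half of replicates scoring 40 or more; inconclusive = only one of the two criteria met; inactive = mean below 40 and under half of replicates reaching 40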;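 also: 0% = median of neutral control wells and 100% = median of positive control wells; inhibitors cause a drop in the FAM fluorescence signal; in these data hits start at about 50%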
Target sequence (Q92698 whole entry, looked up): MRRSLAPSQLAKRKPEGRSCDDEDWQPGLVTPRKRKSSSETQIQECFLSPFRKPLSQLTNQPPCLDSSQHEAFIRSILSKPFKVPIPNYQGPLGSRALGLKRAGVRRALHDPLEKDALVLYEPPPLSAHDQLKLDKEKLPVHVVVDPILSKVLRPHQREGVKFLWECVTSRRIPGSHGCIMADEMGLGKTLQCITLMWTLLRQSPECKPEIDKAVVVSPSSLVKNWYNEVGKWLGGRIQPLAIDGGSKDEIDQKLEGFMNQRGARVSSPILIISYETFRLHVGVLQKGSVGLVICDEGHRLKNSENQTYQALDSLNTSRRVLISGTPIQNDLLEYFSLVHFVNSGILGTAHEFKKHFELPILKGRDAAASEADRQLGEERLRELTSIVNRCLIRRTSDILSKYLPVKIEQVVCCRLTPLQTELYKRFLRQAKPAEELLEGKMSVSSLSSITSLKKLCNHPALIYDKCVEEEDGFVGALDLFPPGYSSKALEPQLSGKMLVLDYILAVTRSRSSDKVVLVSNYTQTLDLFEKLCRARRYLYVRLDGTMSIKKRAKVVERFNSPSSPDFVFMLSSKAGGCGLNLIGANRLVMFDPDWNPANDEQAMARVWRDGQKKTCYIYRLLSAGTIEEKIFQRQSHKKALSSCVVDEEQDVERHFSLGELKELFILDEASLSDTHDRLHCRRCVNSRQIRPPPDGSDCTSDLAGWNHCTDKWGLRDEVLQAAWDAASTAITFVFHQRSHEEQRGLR
esBAF inh = Bmi1 luciferase reporter increase in mESCs, primary screen, esBAF inhibitor project, mouse ES cells, Bmi1 luciferase knock-in, single point; 24 h; 100% = twice the neutral-well signal; reporter increase, % at 12.5 µM; 350,000 tested, 2% active; AID 602393, 2012; in the data active = activation above about 40%; inconclusive = no clear call, values can overlap the other calls;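 also: 0% = median of the plate's neutral control wells and 100% = double that signal; a rise in the Bmi1 reporter signal indicates esBAF inhibition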
Xi reactivation = activators of inactive X chromosome reactivation, primary screen, imaging, XiGFP fibroblasts, GFP high-content imaging, set 2; XiGFP mouse fibroblasts, % GFP-positive cells imaging, 3 d; cells co-treated with 5-aza-dC sensitizer; scaled so ellipticine positive control = 100%; activation, % at 7.58 µM; 360,000 tested, 0.055% active; AID 743238, 2013;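 active = mean normalized replicate activation at least 10% and every replicate at or above 10%; inconclusive = only one of the two criteria met; inactive = mean below 10% and not all replicates reach 10%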;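 also: 0% = median of on-plate neutral control wells and 100% = ellipticine 6 µM median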
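Assay system: SV40-immortalized XiGFP fibroblast cells, line 68-5-11; buffer or medium: DMEM plus 5-aza-dC sensitizer; compound: one concentration, pinned; timing: compounds 3 days, fix/stain 15 min at room temperature; benchmarks: positive control ellipticine, 6 µM final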
FN deposition inh = inhibitors of fibronectin matrix deposition, primary screen, AH1F cells, Alexa488-fibronectin fluorescence, plate reader; AH1F fibroblasts, overnight; inhibition, % at 12.6 µM; AID 743247, 2014; 350,000 tested, 0.086% active;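 active = mean inhibition across replicates of 30% or more, regardless of how many single replicates reach that level; inconclusive = mean under 30% yet at least half of replicates reach 30%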;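 also: positive control wells lacked labelled fibronectin entirely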
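Material: AH1F fibroblast monolayer depositing Alexa488-labelled fibronectin into matrix / Amount: 10000 AH1F cells per well / Signal: fluorescence 485/525 nm / Medium: DMEM, 2% serum / Compound: single dose, pinned / Incubation: 1 h cell adhesion before compound, then overnight fibronectin incubation / Reagent: Alexa488-FN, 24 nM final / Read-out: inhibition of fibronectin deposition signal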
RAD52 inh = RAD52 DNA annealing inhibitors, primary screen, biochemical, FRET, single point, set 2 | DNA repair protein RAD52 homolog (Homo sapiens), P43351 | 360,000 tested, 0.46% active | recombinant RAD52 DNA annealing, FRET fluorescence | inhibition, % at 18.7 µM;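 active = every replicate showing at least 50% inhibition; inconclusive = mean inhibition at least 50% but not in every replicate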
E-sel inducer = E-selectin induction in HUVECs, primary screen, imaging, HUVEC, immunofluorescence imaging, single point; 260,000 tested, 0.37% active; AID 686992, 2013; normalized: neutral wells 0, TNF-alpha wells 100; activation, % at 7.58 µM;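 active = mean E-selectin-positive cell signal at least 10% of the positive control, reached in at least 60% of replicates, without over 20% cell loss; inconclusive = no rule given, readout overlaps actives, possibly toxicity-flagged; inactive = the rest, including those meeting only one limit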;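 also: in these data hits start at about 27%; measured in HUVEC primary endothelial cells; signal is the percent of cells scored E-selectin positive by PE staining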
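Read-out: % PE-positive cells | Test system: HUVEC | Doses: One compound dose added by pin transfer | Buffer or medium: EGM-2 over gelatin coat | Signal: Immunofluorescence imaging | Benchmarks: TNF-alpha, DMSO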
* hit, by the source's call; ? = inconclusive; . = no result given; & = joins results of further samples. Random draw from the library; overall some 3% were active at least once.

SMILES	EWS-Fli block	S100A4 MyoIIA	RAD54 branch	esBAF inh	Xi reactivation	FN deposition inh	RAD52 inh	E-sel inducer
O=C(Cc1ccccc1)NN1CCCCC1	2	-3	-3	15	0.0	4	5	0.9
CCc1ccc(OCc2nnc(SCC(=O)Nc3cccc(C(=O)N4CCOCC4)c3)o2)cc1	10	1	.	.	0.0	-5	-10	.
C=C(C)CN(CC)C(=O)CN1C(=O)NC2(CCc3ccccc32)C1=O (stereo not given)	11	12	0	8	0.0	-6	-11	0.0
Cc1cccc(NC(=O)c2cc(-c3ccc(C)s3)nc3ccccc23)n1	-27	-2	21	.	0.4	-6	3	2.4
Cc1ccc(S(=O)(=O)N(C)C[C@@H]2OCCCC[C@H](C)Oc3ccc(NC(=O)NC(C)C)cc3C(=O)N([C@H](C)CO)C[C@H]2C)cc1	5	-9	-5	3	0.2	1	3	0.0
CC1=CC(C)[C@H](/C=N/n2c(=O)[nH]c3c([nH]c4ccc(Br)cc43)c2=O)C(C)C1 (stereo not given in full)	16	-5	-7	2	-0.1	-5	-27	2.2
Cc1cc(C)n(-c2ccc(C(=O)N3CCN(S(=O)(=O)c4ccc(Cl)cc4)CC3)cc2)n1	1	-5	8	7	0.1	-4	-4	5.5
Cc1noc(C)c1S(=O)(=O)N(C)C[C@@H]1OCCCC[C@@H](C)Oc2ccc(NS(=O)(=O)c3ccc(Cl)cc3)cc2C(=O)N([C@@H](C)CO)C[C@H]1C	6	9	-2	9	-0.8	.	-18	1.0
O=[N+]([O-])c1ccc(Sc2ccc(F)cc2)nc1	-3	-9	.	.	0.1	3	-6	.
COc1cc(CN2CC3(CN(C(=O)CN4CCOCC4)C3)c3c(n(C)c4cc(OC)ccc34)[C@H]2CO)cc(OC)c1	-7	-9	.	.	0.0	1	-9	-0.2
O=C(c1cccc(S(=O)(=O)Nc2cccc(C(F)(F)F)c2)c1)N1CCOCC1	-1	-2	.	.	0.4	2	1	2.2
CCS(=O)(=O)N1CCCCN2[C@H](C1)[C@@H](c1ccc(-c3ccc(C#N)cc3)cc1)[C@@H]2CO	8	-1	4	-2	0.0	.	-60	-0.4
C[C@@H]1CCCCO[C@@H](CN(C)C(=O)NC2CCCCC2)[C@H](C)CN([C@@H](C)CO)C(=O)c2cc(NC(=O)C3CCCCC3)ccc2O1	7	5	3	12	-0.6	.	-14	0.0
O=C(C[C@@H]1CC[C@H]2[C@@H](COC[C@@H](O)CN2C(=O)Nc2ccc(Cl)c(Cl)c2)O1)NCc1ccc(F)cc1	-5	-6	-6	-6	0.1	-9	36	0.1
C=CCNC(=S)N1CC2(C)CN(C(=S)NCC=C)CC(C)(C1)C2=O	3	-1	2	2	0.0	-2	-1	.
Cc1nc(C)c(C(=O)OCC(=O)NCc2ccccc2)s1	-11	-4	-4	-6	0.0	1	-4	-0.2
CCOC(=O)Cc1csc(N/N=C\c2ccccc2OC)n1	-17	0	2	34	0.0	-4	-24	1.9
COc1ccc([C@H]2C[C@@H](n3cc(-c4ccc(F)cc4)nn3)[C@H](O)CN2C(=O)C2CCCCC2)cc1	0	2	-1	-9	0.1	-1	-4	-0.2
CCS(=O)(=O)Nc1ccc2c(c1)C(=O)N(C)[C@H]1CC[C@H](CC(=O)Nc3ccccc3)O[C@@H]1CO2	-5	10	8	3	0.3	-18	1	0.3
Cc1[nH]n(-c2ccccc2)c(=O)c1N=Nc1ccccc1C(=O)O	-9	-2	-9	23	0.1	22	6	.
COCC(=O)N1[C@H](CO)[C@@H]2c3ccccc3N(C(=O)C3CC3)C[C@@H]21	-4	0	11	6	0.0	.	-5	0.0
O=C(C1CCCCN1S(=O)(=O)c1ccccc1[N+](=O)[O-])N1CCOCC1 (stereo not given)	3	-5	.	.	-0.1	13	-4	-0.2
Cn1c(=O)n(C)c2cc(NC(=O)c3ccc(F)cc3)ccc21	10	0	7	2	0.0	-13	-14	2.4
C=CC[C@@H](CC(=O)N(CCO)Cc1ccccc1)C(=O)NCCOC(=O)[C@@H](CC=C)Cc1ccc(F)cc1	-2	30	-9	10	?	-5	-9	.
CC1=C(C#N)C(c2ccccc2O)C(C#N)=C(C)N1	7	1	.	.	2.6	0	-1	.

Another view of part of the listing above.
structure,EWS-Fli block,S100A4 MyoIIA,RAD54 branch,esBAF inh,Xi reactivation,FN deposition inh,RAD52 inh,E-sel inducer
Cc1[nH]n(-c2ccccc2)c(=O)c1N=Nc1ccccc1C(=O)O,-9,-2,-9,23,0.1,22,6,.
COCC(=O)N1[C@H](CO)[C@@H]2c3ccccc3N(C(=O)C3CC3)C[C@@H]21,-4,0,11,6,0.0,.,-5,0.0
O=C(C1CCCCN1S(=O)(=O)c1ccccc1[N+](=O)[O-])N1CCOCC1 (stereo not given),3,-5,.,.,-0.1,13,-4,-0.2
Cn1c(=O)n(C)c2cc(NC(=O)c3ccc(F)cc3)ccc21,10,0,7,2,0.0,-13,-14,2.4

Next section
SMILES	EWS-Fli block	S100A4 MyoIIA	RAD54 branch	esBAF inh	Xi reactivation	FN deposition inh	RAD52 inh	E-sel inducer
CC(C)CNC(=O)Nc1ccccc1F	-1	9	.	.	0.0	17	-15	.
CC(C)NC(=O)Nc1ccc2c(c1)C(=O)N([C@H](C)CO)C[C@H](C)[C@@H](CN(C)S(=O)(=O)c1ccccc1)O2	8&-3	-1&1	-3&-2	5&2	-1.3&0.2	-8&-13	1&2	-15&-0.1
COc1ccc(-c2ccc3c(c2)S(=O)(=O)c2cccc(C(=O)NC[C@@H]4CCCO4)c2C3=O)cc1OC	1	-4	-2	4	1.2	-17	-126	0.0
COc1ccc(C#Cc2cnc3c(c2)C(=O)N([C@@H](C)CO)C[C@@H](C)[C@@H](CN(C)CC2CCOCC2)O3)cc1	6&-9	-2&27	1&7	-3&2	0.0&0.2	6&11	-2&-18	1.6&-0.4
CN(C)c1ccc2c(c1)[C@@H]1C[C@H](CC(=O)NCCN3CCCCC3)O[C@H](CO)[C@@H]1O2	-2	2	?	0	0.0	.	40	-0.1
COc1cc2c(cc1NC(=O)COC(=O)C(CCSC)NC(=O)c1ccccc1Cl)oc1ccccc12 (stereo not given)	-67	10	.	.	0.0	4	-33	.
O=C(C[n+]1cc[nH]c1)c1ccc(Cl)cc1	2	-4	-6	-6	3.9	-3	-12	.
N#CC1=C(N)Oc2ccc3ccc(O)cc3c2C1c1cccnc1 (stereo not given)	8	-12	13	0	.	.	-30	.
O=C(c1cccc([N+](=O)[O-])c1)N1CCCC(C(=O)N2CCc3ccccc3C2)C1 (stereo not given)	6	-7	2	-1	0.3	6	-9	.
COCc1ccc(C(=O)N(C)CC2CCCN(CCc3ccccc3F)C2)o1 (stereo not given)	.	-15	10	1	0.2	1	-2	.
Cc1cccc(OCC(=O)Nc2ccc(N3CCN(C(=O)c4ccco4)CC3)cc2)c1C	-6	2	.	.	-0.6	17	-11	0.1
COc1ccc(C(=O)Nc2ccc3c(c2)C(=O)N(C)C[C@H](OC)[C@@H](C)CN[C@H](C)CO3)cc1	4	9	-2	3	0.0	12	-14	0.3
CCC(=O)N1CC(=O)N2[C@H](CO)[C@@H](c3ccc(-c4ccccc4F)cc3)[C@@H]2C1	-6	52	.	.	0.0	.	-11	1.2
Cc1cc(C)cc(NC(=O)CCn2cnc3cc(C)c(C)cc32)c1	-17	-3	.	.	0.0	5	-2	-0.8
CCC(CO)Oc1cc(NCc2ccccc2)c2ncn(C(C)C)c2c1 (stereo not given)	1	-1	-15&3	60*	0.1	-6	5	.
COc1ccc(CCN2CC(C(=O)N(C)Cc3cccnc3)CC2=O)cc1OC (stereo not given)	3	1	-16	-5	-1.1	8	-2	0.3
Cc1ccc(OCC(=O)NC(C)c2ccccc2)cc1C (stereo not given)	9	-2	-5	0	0.0	0	4	0.5
COc1ccc(/C=C(\NC(=O)c2ccc(OC)cc2)C(=O)N2CCCCC2)cc1	-11	5	2	12	0.0	-4	-6	0.1
CCN(CC)CCN(C(=O)c1ccc2c(c1)CCCC2)c1nc2c(C)cccc2s1	0	-4	-19	-6	-0.1	-8	1	0.9
COc1cccc(CNC(=O)[C@@H](C)N2C(=O)N3CCc4c([nH]c5ccc(OC)cc45)C3(C)C2=O)c1 (stereo not given in full)	1	0	-1	11	.	.	-41	.
COC(=O)c1ccc(COC(=O)CNC(=O)c2ccc(C)s2)cc1	-6	-3	-3	3	0.2	0	-5	-1.1
CCN1CCN(c2nc(Nc3ccccc3)nc(N)c2[N+](=O)[O-])CC1	.	0	.	-2	0.1	13	-8	-0.2

Structures from the list above with an NH in an aromatic ring (four):
SMILES	EWS-Fli block	S100A4 MyoIIA	RAD54 branch	esBAF inh	Xi reactivation	FN deposition inh	RAD52 inh	E-sel inducer
CC1=CC(C)[C@H](/C=N/n2c(=O)[nH]c3c([nH]c4ccc(Br)cc43)c2=O)C(C)C1 (stereo not given in full)	16	-5	-7	2	-0.1	-5	-27	2.2
Cc1[nH]n(-c2ccccc2)c(=O)c1N=Nc1ccccc1C(=O)O	-9	-2	-9	23	0.1	22	6	.
O=C(C[n+]1cc[nH]c1)c1ccc(Cl)cc1	2	-4	-6	-6	3.9	-3	-12	.
COc1cccc(CNC(=O)[C@@H](C)N2C(=O)N3CCc4c([nH]c5ccc(OC)cc45)C3(C)C2=O)c1 (stereo not given in full)	1	0	-1	11	.	.	-41	.
